BAP1 block: inhibitors of human BAP1 deubiquitinase; activity remaining (% of control), % at 20 µM; recombinant BAP1, Ub-AMC hydrolysis fluorescence kinetic; hits give low values; 72,000 tested, 0.48% active; Q92560;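 active means activity remaining at or below 50% of control, provided the compound also passes the data quality filters; inactive means the rest, including low values that fail the filters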;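 further: 100% = DMSO wells rate and 0% = substrate alone blank rate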
Target sequence (Q92560 whole entry, looked up): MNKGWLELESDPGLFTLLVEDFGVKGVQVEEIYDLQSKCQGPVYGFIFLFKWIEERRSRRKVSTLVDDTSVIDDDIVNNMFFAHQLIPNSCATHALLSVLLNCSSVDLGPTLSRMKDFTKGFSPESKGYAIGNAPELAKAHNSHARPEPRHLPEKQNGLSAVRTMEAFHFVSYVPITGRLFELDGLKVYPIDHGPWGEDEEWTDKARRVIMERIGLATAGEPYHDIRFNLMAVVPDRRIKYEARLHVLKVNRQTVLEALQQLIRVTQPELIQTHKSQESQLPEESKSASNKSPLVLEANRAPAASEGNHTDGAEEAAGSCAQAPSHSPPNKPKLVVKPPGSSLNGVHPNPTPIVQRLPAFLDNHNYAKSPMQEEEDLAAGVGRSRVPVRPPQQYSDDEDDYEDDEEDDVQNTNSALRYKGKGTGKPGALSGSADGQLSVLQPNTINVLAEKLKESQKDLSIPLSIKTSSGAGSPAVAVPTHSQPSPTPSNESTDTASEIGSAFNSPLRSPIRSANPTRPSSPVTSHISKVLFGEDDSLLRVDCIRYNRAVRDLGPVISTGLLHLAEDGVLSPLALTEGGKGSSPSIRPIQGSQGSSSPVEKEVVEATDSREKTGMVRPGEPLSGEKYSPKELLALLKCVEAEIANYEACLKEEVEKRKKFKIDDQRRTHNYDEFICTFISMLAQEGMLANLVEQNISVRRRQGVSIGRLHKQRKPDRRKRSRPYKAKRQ
HePTP inh: human HePTP phosphatase inhibition. inhibition, % at 20 µM. 110,000 tested, 0.64% active. recombinant HePTP phosphatase activity, OD absorbance. AID 521. P35236; in the data active means inhibition above about 50%;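 further: plate controls were vehicle for no effect and reference inhibitor for full effect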
Target sequence (P35236 whole entry, looked up): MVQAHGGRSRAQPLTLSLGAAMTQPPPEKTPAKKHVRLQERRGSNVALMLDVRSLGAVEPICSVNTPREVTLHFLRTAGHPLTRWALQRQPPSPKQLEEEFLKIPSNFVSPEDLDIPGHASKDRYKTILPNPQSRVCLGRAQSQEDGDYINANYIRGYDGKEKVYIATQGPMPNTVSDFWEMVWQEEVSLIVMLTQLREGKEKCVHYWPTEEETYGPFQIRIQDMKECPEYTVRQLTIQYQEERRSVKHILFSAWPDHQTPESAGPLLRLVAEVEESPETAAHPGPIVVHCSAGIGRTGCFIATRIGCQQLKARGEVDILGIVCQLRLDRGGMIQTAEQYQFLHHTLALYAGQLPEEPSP
* hit, by the source's call; x = no result given; & = joins results of further samples.

SMILES	BAP1 block	HePTP inh
CCOCCCNC(=O)CCNS(=O)(=O)c1ccc(C)cc1	107	-4
CC(=O)Nc1ccc(S(=O)(=O)N(CC(=O)O)Cc2ccccc2)cc1	91	0
CCC(=O)Nc1c(C#N)c2nc3ccccc3nc2n1-c1ccc(C)cc1	102	x
Cc1nn(-c2ccccc2)c(C)c1C(=O)OCC(=O)NC(=O)NC1CCCCC1	113	1
CCn1c2c(c3ccc(OC)cc31)CCCC2=O	64	8
Cc1c(C(=O)N2CCN(c3ccccn3)CC2)cccc1[N+](=O)[O-]	x	-4
COc1cccc(CNc2ccc3c(c2)ncn3-c2ccccc2)c1OC	x	6
COc1cc(-c2nnc3ccc(C(F)(F)F)cn23)ccc1Oc1ccc([N+](=O)[O-])cc1	x	102*
O=C(OCc1nc2ccccc2s1)c1cccc(S(=O)(=O)N2CCOCC2)c1	93	4
Cc1csc(SC(C)C(=O)Nc2ccc(S(=O)(=O)N3CCCC3)cc2)n1 (stereo not drawn)	101	-1
CSc1nnc(-c2sc3cc(Cl)ccc3c2Cl)n1C	62	7
CCOC(=O)CC12CN3CN(C1)CC(CC(=O)OCC)(C3)C2=O	102	8
CCOC(=O)c1c(C)oc2ccc(OC(=O)c3ccc(OC)c(OC)c3)cc12	x	3
Cc1cccc(N2C(=O)/C(=C/c3cccc([N+](=O)[O-])c3)SC2=S)c1C	x	13
CCOC(=O)C1=C(C)N=c2s/c(=C/c3ccc(C(=O)OC)cc3)c(=O)n2C1c1ccc(OC(C)=O)cc1 (stereo not drawn)	x	-11
CCOC(=O)c1sc(NC(=O)c2ccc(S(=O)(=O)N3CCOCC3)cc2)cc1C	x	5
CC(C)(C)NC(=O)CN(c1ccc(Cl)cc1)S(C)(=O)=O	x	5
O=C(CSc1nnc(Cc2cccs2)n1-c1ccccc1)NC1CCCCC1	102	2
CC(C)(C)SCC(O)Cn1c2ccccc2c2ccccc21 (stereo not drawn)	x	-2
O=C(CSc1nc2ccccc2o1)NCc1ccc2c(c1)OCO2	98	8
CN(c1ccc(Cl)cc1)c1cc(=O)n(C)c2ccccc12	93	12
CCCN1CCN(CCCNC(=O)Cn2nc(-c3ccc(Cl)cc3)ccc2=O)CC1	107	9
O=C(CSc1nc(O)cc(=O)[nH]1)C1CC1	96	4
O=S(=O)(c1ccc(Cl)cc1)N1CCN(c2ccc(N3CCOCC3)nn2)CC1	130	-2
CN1CCc2c(sc3c2C(=O)NC(/C=C/c2ccco2)N3)C1 (stereo not drawn)	69	x
COC(=O)COc1ccc(C(=O)CSc2nc3cc(OC)ccc3n2C)cc1	x	-6
CC1(C)CC(=O)c2c(oc3ccc(NS(=O)(=O)c4ccc(Br)cc4)cc23)C1	x	-22
CCc1cc(=O)oc2cc(OCC(=O)C(C)(C)C)ccc12	x	-10
Cc1ccc(NC(=O)C(=O)NCCN2CCN(C(=O)c3ccco3)CC2)cc1	x	1
COc1ccc(N=Cc2ccc(C)o2)cc1	x	-16
Cc1ccc2oc(=O)c3cnn(CC(=O)NC4CCCCC4C)c3c2c1 (stereo not drawn)	104	11
FC(F)(F)c1ccccc1C=NN1CCN(Cc2ccccc2Cl)CC1	x	-2
c1csc(-c2noc(COc3ccc4c(c3)CCCC4)n2)c1	x	7
CCCOc1ccc(C(=O)NCCC(=O)NCCCC(=O)OCC)cc1	101	3
CCc1ccc(/C=C(/C#N)c2nc(-c3ccc(Br)cc3)cs2)cc1	x	10
Cc1cc(C(=O)COC(=O)CCC(=O)c2ccc3c(c2)OCCO3)c(C)n1Cc1ccco1	53	-2
Cc1ccc(S(=O)(=O)N2CC3CCC2C3)cc1 (stereo not drawn)	110	7
CC[C@@H]1Cc2cc(O)ccc2C2=C1c1ccc(O)cc1C[C@H]2CC	666	x
Cc1ccc(OCC(=O)Nc2ccc(Cl)cn2)c(Br)c1	x	-4
O=S(=O)(c1ccc2c(c1)Cc1cc(S(=O)(=O)n3cnc4ccccc43)ccc1-2)n1cnc2ccccc21	x	-8
COc1cc2c(cc1OC)C(=NCCC(=O)O)NC(C)(C)C2	103	3
O=C(COC(=O)C1CCCN1C(=O)Oc1ccccc1)c1ccc([N+](=O)[O-])cc1 (stereo not drawn)	x	10
CC(=O)c1cccc(NC(=O)c2cc(-c3ccc(C)cc3)on2)c1	x	3
CN1C(=O)C(O)(CC(=O)c2ccc(Br)cc2)c2ccccc21 (stereo not drawn)	x	-10
CCOC(=O)/C(C#N)=C(\N)C(C)C(=O)Nc1ccccn1 (stereo not drawn)	95	-3
CCOc1ccc(-n2c(=O)cc(N3CCN(c4ccc(F)cc4)CC3)[nH]c2=O)cc1	104	5
c1coc(CNc2c3c(nc4ncnn24)CCC3)c1	106	-4
CCN1CCN(CC(O)COc2ccc(Cl)cc2C)CC1 (stereo not drawn)	x	6
O=C(NC(NC1CCS(=O)(=O)C1)C(=O)c1cccs1)c1ccccc1 (stereo not drawn)	99	0
COc1cc(/C=C2/SC(=Nc3ccccc3)NC2=O)ccc1OCc1ccccc1[N+](=O)[O-]	x	5
COc1ccc(-n2c(O)cnc2Nc2nc(C)cc(C)n2)cc1OC	122	-6
Cc1[nH]c2ccccc2c1C(O)CN1CCN(c2cccc(C(F)(F)F)c2)CC1 (stereo not drawn)	98	8
Cc1onc(-c2ccccc2Cl)c1C(=O)NCC#N	x	9
CCn1nnc(-c2ccccc2NC(=O)c2cc(OC)cc(OC)c2)n1	443	7
Cc1onc(-c2ccccc2)c1C(=O)NCc1ccccn1	104	7
O=C(c1cc(-c2ccccc2O)on1)N1CCCC1	92	3
CCOC(=O)C(C)N(c1ccc(OC)cc1)S(C)(=O)=O (stereo not drawn)	x	6
CNC(=O)c1cccc(N2CCCC2=O)c1	87	2
COC(=O)c1cc(NC(=O)COc2ccc(Cl)cc2C)cc(C(=O)OC)c1	x	2
Cn1c(=O)c2c(ncn2CC(=O)OCc2ccccc2)n(C)c1=O	96	4

The list goes on:
SMILES	BAP1 block	HePTP inh
Fc1cc(F)c(F)c(SCCc2ccncc2)c1F	93	2&20
Cn1c(=O)c2c(ncn2CC(=O)NCc2cccnc2)n(C)c1=O	92	1
COc1ccc(CCNS(=O)(=O)c2ccccc2)cc1OC	75	11
CCN1CCN(Cc2ccc(NC(=O)Nc3ccccc3)cc2)CC1	90	11
CCCCCC1C(CC(=O)OC)CCC1NCCN(C)C (stereo not drawn)	x	-11
CCCCCCOC(=O)NCC(O)c1ccccc1 (stereo not drawn)	84	3
CCC(C)N=CC1=C(O)C(C(=O)OC)C(C)(C)CC1=O (stereo not drawn)	x	-21
CC(C)C(OC(=O)c1ccco1)C(=O)NCc1ccco1 (stereo not drawn)	106	6
CCOc1ccc(S(=O)(=O)Nc2ccc(Cl)cn2)c(C)c1C	86	19
O=C(Nc1ccc(Cl)cc1)c1cccc(S(=O)(=O)NCc2ccccc2)c1	x	10
COc1ccccc1NC(=O)c1ccc(COc2ccccc2OC)o1	105	9
O=C1NN(c2ccccc2)C(=O)/C1=C/c1cccc(F)c1	x	8

Arranged by formula weight (ascending): part of the list above
SMILES	BAP1 block	HePTP inh
CNC(=O)c1cccc(N2CCCC2=O)c1	87	2
O=C(c1cc(-c2ccccc2O)on1)N1CCCC1	92	3
CCCCCCOC(=O)NCC(O)c1ccccc1 (stereo not drawn)	84	3
Cc1onc(-c2ccccc2Cl)c1C(=O)NCC#N	x	9
CCC(C)N=CC1=C(O)C(C(=O)OC)C(C)(C)CC1=O (stereo not drawn)	x	-21
O=C1NN(c2ccccc2)C(=O)/C1=C/c1cccc(F)c1	x	8
Fc1cc(F)c(F)c(SCCc2ccncc2)c1F	93	2&20
CC(C)C(OC(=O)c1ccco1)C(=O)NCc1ccco1 (stereo not drawn)	106	6
Cc1onc(-c2ccccc2)c1C(=O)NCc1ccccn1	104	7
CCCCCC1C(CC(=O)OC)CCC1NCCN(C)C (stereo not drawn)	x	-11
CCOC(=O)C(C)N(c1ccc(OC)cc1)S(C)(=O)=O (stereo not drawn)	x	6
COc1ccc(CCNS(=O)(=O)c2ccccc2)cc1OC	75	11
Cn1c(=O)c2c(ncn2CC(=O)NCc2cccnc2)n(C)c1=O	92	1
CCN1CCN(Cc2ccc(NC(=O)Nc3ccccc3)cc2)CC1	90	11
CCOc1ccc(S(=O)(=O)Nc2ccc(Cl)cn2)c(C)c1C	86	19
COc1ccccc1NC(=O)c1ccc(COc2ccccc2OC)o1	105	9
COC(=O)c1cc(NC(=O)COc2ccc(Cl)cc2C)cc(C(=O)OC)c1	x	2
O=C(Nc1ccc(Cl)cc1)c1cccc(S(=O)(=O)NCc2ccccc2)c1	x	10
Cc1[nH]c2ccccc2c1C(O)CN1CCN(c2cccc(C(F)(F)F)c2)CC1 (stereo not drawn)	98	8
COc1cc(/C=C2/SC(=Nc3ccccc3)NC2=O)ccc1OCc1ccccc1[N+](=O)[O-]	x	5

Carrying on.
SMILES	BAP1 block	HePTP inh
CC(c1cccnc1)N(CCN(C)C)C(=O)Nc1ccc(Cl)c(Cl)c1 (stereo not drawn)	96	10
O=[N+]([O-])c1cccc(S(=O)(=O)NCC2CCCO2)c1 (stereo not drawn)	x	-1
CCOC(=O)C(C#N)C(=O)c1ccc(N2C(=O)c3ccccc3C2=O)cc1 (stereo not drawn)	x	4
O=C1CN(C(=O)COc2ccccc2)CCN1	96	6
COc1cccc(CN2CCN(Cc3c[nH]c4ccccc34)CC2)c1OC	x	9
Cc1cc(Cl)ccc1OCC(=O)NCC1CCCO1 (stereo not drawn)	x	1
O=C(NC1CCN(Cc2ccccc2)CC1)C1CCN(c2nnc(-n3cccc3)s2)CC1	80	3
NC1=NC2(CCCCC2)N=C(Nc2cccc(F)c2)N1	x	0
CC(=O)NC1(Nc2ccc(C)cc2)C(=O)c2ccccc2C1=O	x	0
CC(C)(C)NC(=O)c1ccc(NC(=O)C(C)(C)C)cc1	x	-17
COc1cc(NC(=O)C2CCCO2)c(C(=O)O)cc1OC (stereo not drawn)	x	5
CCC(=O)Nc1ccc(-c2nc3cc(Cl)ccc3o2)cc1	x	-1
O=C(Nc1nc(-c2ccccc2)cs1)C1CC2CCC1C2 (stereo not drawn)	x	-2
CC(C)CN(CC(C)C)S(=O)(=O)N1CCC(C(=O)NCc2ccc(F)cc2)CC1	97	3
Cc1ccc(C2=C/C(=C\c3ccc(C)c([N+](=O)[O-])c3)C(=O)O2)cc1	x	11
COC(=O)CCC(=O)Oc1ccc(OC(=O)CCC(=O)OC)cc1	x	4
COCc1cc(C)nc(SCC(=O)c2ccc(O)c(O)c2)c1C#N	98	-1
Cc1c(NC(=O)c2ccc([N+](=O)[O-])cc2)c(=O)n(-c2ccccc2)n1C	67	x
Cc1c(C(=O)OC(C)C)[nH]c2c1C(=O)CCC2	99	8
Cc1cc(Nc2ccc([N+](=O)[O-])cc2)nc(-c2ccccc2O)n1	x	-11
CC1CCc2c(sc(NC(=O)C3CC4CCC3C4)c2C(=O)OC(C)C)C1 (stereo not drawn)	x	3
Cc1cc(OCCCCN2CCC(C)CC2)ccc1Cl	x	6
CCOC(=O)C1=C(C)N=c2s/c(=C\c3cccc(O)c3)c(=O)n2C1c1ccc(OC)cc1 (stereo not drawn)	x	-8
C=CCN1C(=O)/C(=C\c2cccc3ccccc23)C(=O)NC1=S	x	-3

Single records, as listed above. Screens in order: BAP1 block | HePTP inh
CCOC(=O)C(C#N)C(=O)c1ccc(N2C(=O)c3ccccc3C2=O)cc1 (stereo not drawn) is entered as x | 4
CC1CCc2c(sc(NC(=O)C3CC4CCC3C4)c2C(=O)OC(C)C)C1 (stereo not drawn) is entered as x | 3

Following part.
SMILES	BAP1 block	HePTP inh
Cc1ccc(-c2cc(C(F)(F)F)n3ncc(C(=O)O)c3n2)cc1	97	4&10
Cc1ccc(S(=O)(=O)N(CC(=O)NCc2ccc(Cl)cc2)Cc2ccccc2)cc1	x	-6
Oc1c(Br)cc(Cl)cc1C=Nc1cccc2nsnc12	x	0
NNC(=O)/C(=C\c1ccc(Br)cc1)NC(=O)c1cccs1	x	-1
Cc1cccc(NC(=O)C(=O)NCc2ccccc2Cl)c1	x	-4
O=C(COc1ccccc1)N1CCN(C(=O)c2cccc(F)c2)CC1	96	12&-9
COc1ccc(S(=O)(=O)N2CCN(C(=O)COc3ccc4c(C)cc(=O)oc4c3)CC2)cc1	123	2
CCCN(CCC)C1CC(=O)N(Cc2ccccc2)C1=O (stereo not drawn)	93	-10
CCCCNCCCCCOc1c(Cl)cccc1Cl	x	-12
CC(=O)Oc1cc(N2CCOCC2)c(OC(C)=O)c2c1C(=O)c1ccccc1C2=O	x	-7
O=C(N/N=C/c1ccc(Cl)cc1Cl)c1cc(O)cc(O)c1	x	-5
Cc1ccc(-c2ccc(OCC(=O)NCCc3ccccc3)cc2)cc1	x	-6
Cc1ccc(C(=O)Nc2cc(-c3nc4ccccc4s3)ccc2C)cc1	72	x
CCOC(=O)C1=C(C)OC(N)=C(C#N)C1C1CCCCC1 (stereo not drawn)	90	7
N#Cc1ccccc1NC(=O)Nc1cccc(Cl)c1	x	1&-4
COc1ccc(CCNc2oc(-c3ccc(C)cc3)nc2C#N)cc1OC	116	1
CN(CC(=O)NCc1cccs1)S(=O)(=O)c1cccc2cccnc12	91	-4
O=C(NCc1ccco1)C1CCN(c2ccc(N3CCOCC3)nn2)CC1	88	16
O=C1Nc2ccccc2/C1=N\N=C\c1c(F)cccc1Cl	x	14
CC1(C)CC(=O)C(C=NCCN2CCN(C(=O)CC3CCCC3)CC2)=C(O)C1	89	3&-10
Cn1c(=N)n(CC(O)c2cccs2)c2ccccc21 (stereo not drawn)	86	x
CCN(CC)CCC(=O)c1ccc(O)cc1	x	6
O=c1n(-c2ccccc2)c(=O)n2n1CCCC2	128	4
COc1cccc(C(c2sc3nc(C)nn3c2O)N2CCc3ccccc3C2)c1 (stereo not drawn)	92	-10
O=C(COc1ccc(Br)cc1)Nc1ccc2oc(-c3cccnc3)nc2c1	x	4

Screens (PubChem BioAssay)
